# Screens from PubChem.
# ATXN2 expr inh = reduces ATXN2 reporter expression in HEK-293 cells; Potency, µM (highest dose often 57 µM), without a hit: at the top dose activity change, negative = inhibition, most hits filed as inhibitors; AID 1745845; HEK-293 ATXN2-luciferase reporter, luminescence, 24 h; hit rate 0.72% among 360,000; note: potency is the fitted concentration of half-maximal effect; % is set by controls: 0 for no effect and ±100 for the full control effect; nearly all actives have a fitted effect of over 55% in size
#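 qHTS (up to 57 uM final) was run with 24 h compound exposure of reporter cells at 37 °C. Each well was multiplexed: SteadyGlo luminescence measured ATXN2-luciferase expression after a fluorogenic Gly-Phe-AFC viability readout (25 uM final).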
# WRN inhibitor = WRN helicase (human) inhibition; hit rate 0.46% among 360,000; Potency, µM (titrated, usually from 114 µM), without a hit: at the highest dose activity change, negative = inhibition, hits mostly inhibitors; Q14191; WRN helicase unwinding, fluorescent forked duplex, kinetic; note: potency is the fitted concentration of half-maximal effect; % is set by controls: 0 for no effect and ±100 for the full control effect; nearly all actives have a fitted effect of over 55% in size
# Target sequence (Q14191 whole entry, looked up): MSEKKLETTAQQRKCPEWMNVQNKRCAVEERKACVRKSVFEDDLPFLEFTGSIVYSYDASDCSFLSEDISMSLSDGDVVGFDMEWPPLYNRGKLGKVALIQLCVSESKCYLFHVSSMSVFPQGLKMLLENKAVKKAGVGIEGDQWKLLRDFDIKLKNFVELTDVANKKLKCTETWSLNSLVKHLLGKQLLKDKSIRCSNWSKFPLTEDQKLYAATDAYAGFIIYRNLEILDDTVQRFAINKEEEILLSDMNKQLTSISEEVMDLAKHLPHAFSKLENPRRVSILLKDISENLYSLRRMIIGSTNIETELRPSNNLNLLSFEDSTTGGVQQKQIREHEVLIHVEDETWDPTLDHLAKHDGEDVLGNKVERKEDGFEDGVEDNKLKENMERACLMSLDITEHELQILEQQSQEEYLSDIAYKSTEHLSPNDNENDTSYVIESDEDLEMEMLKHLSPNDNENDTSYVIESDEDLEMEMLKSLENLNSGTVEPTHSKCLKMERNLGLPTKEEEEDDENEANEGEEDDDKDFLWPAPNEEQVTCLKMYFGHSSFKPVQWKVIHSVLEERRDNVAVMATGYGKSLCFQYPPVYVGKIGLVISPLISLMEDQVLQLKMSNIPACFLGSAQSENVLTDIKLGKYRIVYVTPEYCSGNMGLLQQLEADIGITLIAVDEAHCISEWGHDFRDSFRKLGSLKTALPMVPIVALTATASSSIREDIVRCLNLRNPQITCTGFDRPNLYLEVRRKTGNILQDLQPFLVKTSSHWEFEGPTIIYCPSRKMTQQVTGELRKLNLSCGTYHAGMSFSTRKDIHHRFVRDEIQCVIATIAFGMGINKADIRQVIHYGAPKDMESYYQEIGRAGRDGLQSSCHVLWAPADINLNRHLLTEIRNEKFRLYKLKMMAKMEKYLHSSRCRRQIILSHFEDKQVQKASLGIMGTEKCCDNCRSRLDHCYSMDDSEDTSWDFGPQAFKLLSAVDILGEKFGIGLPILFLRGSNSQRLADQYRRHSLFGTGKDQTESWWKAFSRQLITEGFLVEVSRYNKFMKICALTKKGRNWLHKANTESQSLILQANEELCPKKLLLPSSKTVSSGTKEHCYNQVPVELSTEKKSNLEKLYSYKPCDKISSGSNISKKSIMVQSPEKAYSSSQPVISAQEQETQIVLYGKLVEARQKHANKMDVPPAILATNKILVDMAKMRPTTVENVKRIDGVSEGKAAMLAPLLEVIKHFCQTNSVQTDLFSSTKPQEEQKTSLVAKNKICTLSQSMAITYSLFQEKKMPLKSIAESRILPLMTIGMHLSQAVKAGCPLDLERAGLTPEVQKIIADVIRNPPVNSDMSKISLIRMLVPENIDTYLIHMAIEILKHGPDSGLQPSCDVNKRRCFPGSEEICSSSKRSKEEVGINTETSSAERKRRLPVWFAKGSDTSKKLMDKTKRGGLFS
#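 Kinetic fluorescence helicase assay: unwinding of a quenched forked DNA duplex (100 nM final) with 2 mM ATP final raises red fluorescence (525/598 nm). Compounds sat 15 min at room temperature with 20 nM WRN beforehand.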
# HT1080NT lethal = kills 2HG-producing HT-1080-NT fibrosarcoma cells; hit rate 1.6% among 360,000; Potency, µM (series often up to 46.1 µM), for the others: at the highest dose activity, negative = less viability, hits mostly cytotoxic; HT-1080-NT fibrosarcoma viability, CellTiter-Glo ATP luminescence, 48 h;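 note: NT is the 2HG producing partner of a matched IDH1 knockdown line; potency is the fitted concentration of half-maximal effect; 0% = DMSO-treated cells and -100% = media-only wells without cells; nearly all actives have a fitted effect of over 55% in size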
#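 Fibrosarcoma NT cells, 750 per well in 5% FBS RPMI, were exposed to compound for 48 hours. Viability: CellTiter-Glo luminescence.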
# SW480 rereplic = DNA re-replication induction in SW480 cells | SW480 DNA re-replication, Hoechst DNA content imaging, 48 h | Potency, µM (doses to about 46.1 µM), inactives show top-dose re-replication activation, most hits filed as activators | hit rate 1.8% among 340,000 | AID 624297; note: potency is the fitted concentration of half-maximal effect; % of control where 0% means no effect; nearly all actives have a fitted effect of over 55% in size
#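 Image-based DNA-content assay: after two days of treatment, nuclei were labelled with the DNA dye Hoechst and imaged, and hits were compounds raising the count of nuclei showing high fluorescence intensity.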
# KB-3-1 tox = KB-3-1 parental cell cytotoxicity; KB-3-1 viability, CellTiter-Glo ATP luminescence, 72 h; Potency, µM (titrated, usually from 46.1 µM), without a hit: at the top dose activity change, negative = cytotoxic, actives largely listed as cytotoxic; hit rate 1.4% among 400,000; AID 1347075; note: potency is the fitted concentration of half-maximal effect; % is set by controls: 0 for no effect and ±100 for the full control effect; nearly all actives have a fitted effect of over 60% in size
#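 Here the drug-naive KB-3-1 line serves as comparator for MDR sub-line selectivity; cells received compound titrations, 72 h at 37 °C, then CellTiter-Glo readout.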
# IL-1B inflam inh = inflammasome signaling inhibition, IL-1 beta readout; THP-1 LPS/ATP IL-1B secretion, AlphaLISA, 16 h; hits give low values; activity change, % at 57.5 µM; hit rate 4.7% among 360,000; AID 743279; in the data active = activity change below about -50%; inconclusive = mostly about -30% to -49%; note: % is set by controls: 0 for no effect and ±100 for the full control effect
#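 Secreted IL-1B measured by AlphaLISA bead assay after 16 h compound exposure of THP-1 cells; compounds (final up to 57.5 uM) added 1 h before LPS (250 ng/mL) and ATP (1.25 mM) stimulation; lower signal means less secretion.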
# MCF10A rereplic = inducers of DNA re-replication in MCF 10A breast cells | MCF 10A DNA re-replication, Hoechst nuclear intensity, 48 h | Potency, µM (titrated, usually from 46.1 µM), without a hit: at the highest dose activity, positive = re-replication, hits mostly activators | hit rate 2.9% among 350,000 | AID 624296; note: potency is the fitted concentration of half-maximal effect; % of control where 0% means no effect; nearly all actives have a fitted effect of over 50% in size
# KB-V1 MDR tox = KB-V1 MDR subline cytotoxicity | AID 1347076 | hit rate 3.4% among 400,000 | Potency, µM (titrated, usually from 46.1 µM), for the others: at the top dose activity change, negative = cytotoxicity, actives largely listed as cytotoxic | KB-V1 MDR cells viability, CellTiter-Glo, 72 h; note: potency is the fitted concentration of half-maximal effect; % is set by controls: 0 for no effect and ±100 for the full control effect; nearly all actives have a fitted effect of over 60% in size
#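 Luminescent ATP read-out (CellTiter-Glo, 10 min) measures survival of drug-selected KB-V1 MDR cells after 72 h, 37 degrees C compound exposure. Medium: phenol-red-free DMEM, 10% FBS. Values from fitted concentration-response curves.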
# HT1080 IDH1KD tx = kills HT-1080 cells with IDH1 knockdown. Potency, µM (doses to about 46.1 µM), for inactives: top-dose activity, negative = toxicity, most hits filed as cytotoxic. hit rate 2% among 360,000. HT-1080 IDH1 knockdown viability, ATP luminescence, 48 h;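 note: potency is the fitted concentration of half-maximal effect; 0% = DMSO wells and -100% = cell-free medium wells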
#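 Assay cells: HT-1080 with IDH1 knockdown, 750 per well, RPMI/5% FBS. Exposure: 48 h at 37 °C following 2 h pre-incubation. Read: CellTiter-Glo luminescence; fitted concentration-response, curve class assigned.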
# * hit, by the source's call; u = inconclusive; x = no result given; & = joins results of further samples; [ ] = dose if it differs, or a comment. Unless noted, calls come from the whole dose curve; as a rule, active = well fitted curve in the direction sought with a large enough effect; inconclusive = small, poorly fitted or top-dose-only effect, or another doubt; inactive = no such curve, though single readings can be large; an effect the other way counts as inactive or inconclusive.
SMILES,ATXN2 expr inh,WRN inhibitor,HT1080NT lethal,SW480 rereplic,KB-3-1 tox,IL-1B inflam inh,MCF10A rereplic,KB-V1 MDR tox,HT1080 IDH1KD tx
O=C(CSc1ccc(-c2ccc(-n3cccn3)cc2)nn1)Nc1ccccc1F,13%,1%,7%,-8%,-1%,-4,24%,-20%,2%
CSCCC1NC(=O)N(CC(=O)Nc2ccc(Br)cc2Br)C1=O (stereo not drawn),x,0%,0%,-24%,0%,u,3%,u,5%
COC(/C(=N/O)c1ccc(Cl)cc1)c1ccccc1 (stereo not drawn),u,-8%,u,u,u,-15,u,-16%,u
Cc1cc(=O)n2nc(N3CCCC(C(=O)NCCc4ccccc4)C3)sc2n1 (stereo not drawn),-7%,-7%,-2%,1%,-6%,-5,2%,1%,2%
Cc1ccccc1-c1cccc([C@@H]2C[C@H]3[C@H](CON3C)CN2C(=O)CCc2ccccc2)c1,1%,-8%,0%,-1%,0%,-15,-6%,0%,3%
Cn1c(=O)c2cc(S(=O)(=O)N3CCN(c4cccc(C(F)(F)F)c4)CC3)ccc2n(C)c1=O,-9%,-4%,-22%,1%,-3%,0,13%,-4%,-17%
CC(=O)c1cnc2nc(SCc3cccc(C)c3)nn2c1C,x,3%,4%,1%,1%,-12,0%,-11%,6%
Cc1ccc(C(=O)N/C(=C/c2ccco2)C(=O)Nc2cccc(C(=O)O)c2)cc1,17%,-24%,-1%,-14%,-9%,14,-1%,u,-3%
CCCCCCCCNC(=S)NCCN1CCCCC1,x,0%,-27%,u,-28%,-62*,12µM*,u,-3%
COc1cc(OC)cc(-c2c(-c3cccs3)c3cc(-c4cc(OC)c(OC)c(OC)c4)ccc3n2C)c1,3%,-2%,-2%,30%,5%,-17,25%,2%,-7%
OCCN1CCN(C(=S)Nc2ccc(Oc3ccccc3)cc2)CC1,-2%,-5%,-8%,-9%,-22%,33,-1%,16%,2%
CN1CCN(C(=O)CNC(=O)Cc2ccc(Cl)cc2)CC1,-1%,8%,0%,u,27%,-18,-13%,4%,17%
O=C(NC(N1CCOCC1)C(Cl)(Cl)Cl)c1cc([N+](=O)[O-])cc([N+](=O)[O-])c1 (stereo not drawn),6%,-3%,3%,-56%[inhibitor],7%,35,u,5%,0%
COc1ccc(S(=O)(=O)N(C)CC(=O)N2CCOCC2)cc1Cl,-12%,4%,3%,-2%,3%,21,-1%,16%,-3%
COC(=O)Cc1ccc2c3ccccc3n(C)c2c1,37%,-7%[57.1 µM],-20%,1%,-5%,10,13%,-6%,22%[9.24 µM]
O=C(CNCCC1=CCCCC1)Nc1ccccc1N1CCCCC1,-17%,-5%,-5%,-3%,0%,-8,u,u,u
CCOC(=O)c1[nH]ncc1[C@@H]1C[C@H]2CN(Cc3cccc(Cl)c3)C(=O)[C@]23CCCN13,-4%,8%,-8%,-15%,u,12,0%,24%,-3%
O=C(CN1C(=O)NC2(CCc3ccccc32)C1=O)c1ccc(Br)s1 (stereo not drawn),3%,-9%,5%,6%,5%,-1,-2%,u,1%
Cc1ccc(SC(C)C(=O)NCc2ccc(F)cc2)cc1 (stereo not drawn),-8%,3%,18%,-18%,-1%,-11,2%,-10%,5%
COc1ccc(CCNC(=O)Nc2ccc3nc([C@@H]4O[C@H](CO)[C@@H](O)[C@H](O)[C@H]4O)[nH]c3c2)cc1Br,19%,13%[57.1 µM],20%,x,11%,49,x,7%,u
CCOC(=O)c1c(CN(CC)CC)n(C)c2cc(Br)c(O)cc12,-1%,-8%,12%,u,-1%,-5,25%,-8%,1%
Nc1ccc2oc3ccccc3c2c1,58%[activator],-7%,-6%,50%,-2%,-10,u,-5%,5%
Cc1ccc(C)c(N2CCN(C(=O)C3CCN(c4nc(C)cc(C)n4)CC3)CC2)c1,-12%,-11%,u,1%,u,-8,3%,3.7µM*,u
CCOc1ncccc1C(=O)OCC(=O)NC(=O)NC(C)C,6%,1%,10%,-33%[inhibitor],4%,17,-16%,-18%,12%
O=C(CNc1cccc2ccccc12)N/N=C/c1ccc([N+](=O)[O-])o1,u,2%,u,u,u,-25,u,0%,u
O=C(NCc1ccco1)/C(=C/c1ccco1)NC(=O)c1ccc(Br)o1,2%,-8%[11.6 µM],12%,1%,3%,0,-1%,u,16%
O=C(NCc1nnnn1-c1ccc(F)c(F)c1)c1ccc2c(c1)OCO2,7%,-1%,10%,-5%,-2%,-13,3%,14%,20%
Cc1ccc(NC(=O)OCCNC(=O)OC(C)C)cc1,51%[activator],-3%,19%,0%,4%,-7,4%,0%,9%
CCCn1c(SCC(=O)Nc2cccc(S(=O)(=O)N3CCCC3)c2)n[nH]c1=O,x,-3%,-3%,9%,1%,7,-6%,-4%,-4%
Cc1ccc([C@H]2C[C@@H](O)[C@H](n3cc(C4CC4)nn3)CN2C(=O)C2CCCCC2)cc1,-15%,-5%,-1%,x,-15%,16,x,-20%,-13%
CCCc1nc(NC2CCCCC2)c(C#N)c2c1COC(C)(C)C2,u,-7%[57.1 µM],-26%,1%,-6%,8,-2%,2%,5%[9.24 µM]
N#Cc1nc(-c2cccs2)oc1N1CCN(c2ccccc2)CC1,-23%,-3%,13%,1%,3%,0,1%,4%,25%
Cc1ccc(S(=O)(=O)N2CCOCC2)cc1C(=O)NC(=S)N(Cc1ccccc1)C(C)C,1%,9%,2%,u,21%,25,-49%[inhibitor],12µM*,-1%
COc1cccc(-c2cc(NC=O)c3ncc(-c4cccc(C(=O)NCCN(C)C)c4)n3c2)c1,-6%,u,23µM*,x,9%,-13,x,-1%,21µM*
O=C(NC1CC1)c1ccc(C2SCC(=O)N2Cc2ccccc2)cc1 (stereo not drawn),3%,-5%,-1%,-4%,-8%,4,8%,-21%,0%
CCCc1nnc(NC(=O)C2CC(=O)N(CCc3ccc(F)cc3)C2)s1 (stereo not drawn),-4%,2%,0%,-8%,0%,51,3%,22%,13%

# One compound at a time, as listed above.
# N#Cc1nc(-c2cccs2)oc1N1CCN(c2ccccc2)CC1 is listed as ATXN2 expr inh: -23%; WRN inhibitor: -3%; HT1080NT lethal: 13%; SW480 rereplic: 1%; KB-3-1 tox: 3%; IL-1B inflam inh: 0; MCF10A rereplic: 1%; KB-V1 MDR tox: 4%; HT1080 IDH1KD tx: 25%
# COc1cccc(-c2cc(NC=O)c3ncc(-c4cccc(C(=O)NCCN(C)C)c4)n3c2)c1 is listed as ATXN2 expr inh: -6%; WRN inhibitor: u; HT1080NT lethal: 23µM*; SW480 rereplic: x; KB-3-1 tox: 9%; IL-1B inflam inh: -13; MCF10A rereplic: x; KB-V1 MDR tox: -1%; HT1080 IDH1KD tx: 21µM*

# Looked up by compound from the list above:
SMILES,ATXN2 expr inh,WRN inhibitor,HT1080NT lethal,SW480 rereplic,KB-3-1 tox,IL-1B inflam inh,MCF10A rereplic,KB-V1 MDR tox,HT1080 IDH1KD tx
CCCn1c(SCC(=O)Nc2cccc(S(=O)(=O)N3CCCC3)c2)n[nH]c1=O,x,-3%,-3%,9%,1%,7,-6%,-4%,-4%
N#Cc1nc(-c2cccs2)oc1N1CCN(c2ccccc2)CC1,-23%,-3%,13%,1%,3%,0,1%,4%,25%
COC(=O)Cc1ccc2c3ccccc3n(C)c2c1,37%,-7%[57.1 µM],-20%,1%,-5%,10,13%,-6%,22%[9.24 µM]
CC(=O)c1cnc2nc(SCc3cccc(C)c3)nn2c1C,x,3%,4%,1%,1%,-12,0%,-11%,6%
O=C(CSc1ccc(-c2ccc(-n3cccn3)cc2)nn1)Nc1ccccc1F,13%,1%,7%,-8%,-1%,-4,24%,-20%,2%
O=C(CNc1cccc2ccccc12)N/N=C/c1ccc([N+](=O)[O-])o1,u,2%,u,u,u,-25,u,0%,u

# More entries:
SMILES,ATXN2 expr inh,WRN inhibitor,HT1080NT lethal,SW480 rereplic,KB-3-1 tox,IL-1B inflam inh,MCF10A rereplic,KB-V1 MDR tox,HT1080 IDH1KD tx
Cc1cc(S(=O)(=O)N(Cc2ccc(C(C)(C)C)cc2)Cc2cccs2)ccc1-n1cnnn1,-3%,-16%,-9%,u,u,-13,13%,u,-5%
Cc1ccc(S(=O)(=O)N2CCC(=O)N([C@H](COCc3ccc(C(F)(F)F)cc3)Cc3ccccc3)CC2)cc1,3%,-7%,3%,x,u,0,x,-7%,4%
O=C(CN(C(=O)CSc1nc2ccccc2o1)c1ccccc1F)NC1CCCCC1,4%,4%,2%,1%,-7%,-15,15%,11%,1%
COc1c(C(C)C)oc2cc3oc(=O)ccc3cc12,1%,-4%,16%,-7%,0%,39,9%,0%,3%
Cc1ccc(-c2cc(C(=O)Nc3cnn(C(C)C)c3)no2)cc1,-6%,-6%,15%,1%,-7%,u,11%,-13%,2%
COc1ccc(NC(=O)C2CCCN(S(=O)(=O)c3c(C)[nH]c(=O)[nH]c3=O)C2)cc1Cl (stereo not drawn),9%&1%,-8%,29%,-13%,-4%&1%,36,-15%,-8%&15%,9%
O=c1c2ccccc2nc(-c2ccc(Cl)cc2Cl)n1CCCn1ccnc1,9%,2%,-1%,-6%,-1%,u,9%,u,0%[9.24 µM]
OC[C@@H](O)[C@@H](O[C@H]1O[C@H](CO)[C@@H](O)[C@H](O)[C@H]1O)[C@H](O)[C@@H](O)CO,5%,-7%,4%,-24%,0%,-10,11%,13%,8%
COc1ccc(OC2C(=O)N(Cc3ccc4c(c3)OCO4)C2c2cccs2)cc1 (stereo not drawn),-15%,-12%,u,7%,-7%,-81*,u,u,-25%
CN(CC(=O)Nc1cccc(F)c1)C(=O)Cc1n[nH]c(=O)c2ccccc12,5%,-6%,-1%,-3%,-2%,-3,1%,-2%,2%
